CBFb RUNX1 block = CBF-beta/RUNX1 interaction disruption | AlphaScreen CBFb-His/RUNX1-biotin binding, biochemical | Potency, µM (titrated, usually from 59.8 µM), inactives show at the top dose activity, negative = inhibition, most hits filed as inhibitors | 230,000 tested, under 10 active | AID 1477; also: % of control where 0% means no effect
Target sequence (Q01196 whole entry, looked up): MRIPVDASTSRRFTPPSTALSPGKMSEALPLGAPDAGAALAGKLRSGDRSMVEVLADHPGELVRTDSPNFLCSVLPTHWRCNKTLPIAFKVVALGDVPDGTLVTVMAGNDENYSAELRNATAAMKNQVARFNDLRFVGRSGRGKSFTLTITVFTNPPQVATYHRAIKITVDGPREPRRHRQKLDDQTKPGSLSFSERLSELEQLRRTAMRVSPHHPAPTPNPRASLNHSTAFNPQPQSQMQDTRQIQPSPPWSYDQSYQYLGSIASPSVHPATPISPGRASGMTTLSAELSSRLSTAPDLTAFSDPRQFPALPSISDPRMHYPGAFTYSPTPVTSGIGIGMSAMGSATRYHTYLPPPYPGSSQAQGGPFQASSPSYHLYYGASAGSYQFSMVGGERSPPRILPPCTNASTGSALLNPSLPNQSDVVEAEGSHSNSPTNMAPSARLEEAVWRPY
Target sequence (Q13951 whole entry, looked up): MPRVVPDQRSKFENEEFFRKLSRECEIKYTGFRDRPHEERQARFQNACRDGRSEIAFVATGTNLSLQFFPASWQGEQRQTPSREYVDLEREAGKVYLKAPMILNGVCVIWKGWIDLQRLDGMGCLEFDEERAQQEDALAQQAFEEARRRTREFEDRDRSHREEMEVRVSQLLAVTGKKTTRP
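AlphaScreen proximity signal reports loss of binding between His-tagged CBF-beta and biotin-labelled RUNX1, each at 30 nM. Proteins are pre-associated for 20 minutes, compounds added for 15 minutes, then beads for 90 minutes, all at ambient temperature.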
HTT ATP protect = protects HTT-Q103 PC12 cells, measured by ATP. PC12 HTT-Q103 induced, cytoprotection, ATP luminescence, 40 h. Potency, µM (titrated, usually from 56.4 µM), for inactives: cytoprotection (ATP increase), hits mostly activators. hit rate 0.14% among 230,000;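 also: potency is read from the fitted curve at half-maximal effect; % of control where 0% means no effect; nearly all actives have a fitted effect of over 45% in size; toxic huntingtin expression switched on by the ecdysone agonist tebufenozide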
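Cells were plated at 1500 per well in phenol red-free DMEM with 5% equine and 5% calf serum. Tebufenozide (100 nM final) and compounds were added, then ATPlite reagent, and luminescence was read.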
GAA inh = alpha-glucosidase (human) inhibition. Potency, µM (series often up to 76.9 µM), for the others: at the top dose activity change, negative = inhibition, actives largely listed as inhibitors. purified human GAA, 4-MU-alpha-glucoside fluorescence. hit rate 0.005% among 200,000;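 also: potency is read from the fitted curve at half-maximal effect; plate controls were uninhibited enzyme wells for no effect and no-enzyme background for full effect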
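Enzyme (4 nM final) mixed with compound (up to 77 uM), then 4-MU-alpha-D-pyranoside (400 uM final) added; 20 min at room temperature, pH 5.0. Reaction stopped at pH 10, fluorescence read, AC50 derived by Hill fit.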
aGlu spleen mod = inhibitors or activators of human alpha-glucosidase in spleen homogenate; human spleen homogenate, 4-MU-alpha-glucoside fluorescence; Potency, µM (series often up to 79.9 µM), without a hit: top-dose activity change, negative = inhibition, usual class: inhibitors; hit rate 0.006% among 240,000; AID 2112;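 also: potency is read from the fitted curve at half-maximal effect; 0% = enzyme with vehicle and -100% = no enzyme basal signal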
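Enzyme source: human spleen homogenate, 1 ug/well. Buffer 50 mM citric acid/K phosphate pH 5.0, 0.01% Tween-20. 4-MU-alpha-glucoside 1 mM; 37 C x 40 min; NaOH/glycine stop; fluorescence.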
GAA glycogen mod = GAA glycogen-cleavage inhibition or activation; P10253; recombinant GAA, glycogen substrate, Amplex Red glucose oxidase fluorescence; Potency, µM (titrated, usually from 76.4 µM), inactives show at the highest dose activity change, negative = inhibition, most hits filed as inhibitors; hit rate 0.38% among 300,000;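 also: potency is read from the fitted curve at half-maximal effect; 0% = full enzyme reaction and -100% = no-enzyme basal signal; the screen sought inhibitors and activators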
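Natural-substrate format: glycogen cleavage by 4 nM human enzyme, glucose read by Amplex Red coupling (Ex 573, Em 610 nm). Normalized to enzyme and no-enzyme controls.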
HttQ103 aggreg = reduces HttQ103-GFP aggregates in PC12 cells; PC12 HttQ103-GFP aggregates, Acumen cytometry, 40 h; hit rate 1.1% among 220,000; Potency, µM (doses to about 46.1 µM), for the others: at the highest dose activity change, negative = inhibition, usual class: inhibitors; also: potency is read from the fitted curve at half-maximal effect; % is scaled to controls: 0 for no effect and ±100 for the full control effect; nearly all actives have a fitted effect of over 60% in size
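Quantitative HTS on tebufenozide-induced (100 nM) PC12 cells stably expressing polyQ103 Huntingtin exon 1–GFP. Reduction of bright GFP aggregates, detected by laser scanning cytometry after lysis, identified actives across the titration.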
LMNA splice mod = LMNA splicing modulation; hit rate 0.01% among 200,000; HeLa LMNA splicing GFP/RFP minigene ratio, 48 h; AID 1487; Potency, µM (highest dose often 46.1 µM), for inactives: at the highest dose ratio change, negative = inhibition, actives largely listed as inhibitors; active = well fitted inhibition curve with a large enough effect in the signal ratio, with a control signal flat, not every such curve was filed as active; inconclusive = small, poorly fitted or top-dose-only effect, or effect the other way, or a change in a side signal; the % refers to the signal ratio; also: potency is read from the fitted curve at half-maximal effect; % is scaled to controls: 0 for no effect and ±100 for the full control effect
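S3 HeLa cells stably expressing lamin A-EGFP splicing minigene plus DsRed2, 600 cells/well, 48 h compound exposure at 37C. Laser-scanning cytometry; analysed as GFP (500-530 nm)/RFP (575-640 nm) total intensity ratio; 0.5% DMSO vehicle.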
Starred values were filed as active, the others as inactive; u = inconclusive; x = not tested or not shown; [ ] = remark or other dose. Unless noted, calls follow the shape of the dose curve; as a rule, active = well fitted curve in the direction sought with a large enough effect; inconclusive = small, poorly fitted or top-dose-only effect, or another doubt; inactive = no such curve, though single readings can be large; an effect the other way counts as inactive or inconclusive.

SMILES	CBFb RUNX1 block	HTT ATP protect	GAA inh	aGlu spleen mod	GAA glycogen mod	HttQ103 aggreg	LMNA splice mod
Cc1ccccc1NC(=S)N(CCN(C)C)C(C)c1ccccn1 (stereo not drawn)	x	15%	0%	0%	4%	22%[9.22 µM]	-1%
Cc1ccc2[nH]c3c(c2c1)CCCC3=O	16%	-17%[10 µM]	-7%	-7%	-11%	3%	u
CCOC(=O)c1sc(C)c(C(N)=O)c1NC1=NCCCCC1	6%	-10%	3%	-1%	-3%	25%	11%
Nc1ncnc2c1ncn2CCN1CCCCC1	4%	2%	-1%	-18%	-2%	-8%	5%
CCOc1cccc(/C(O)=C2/C(=O)C(=O)N(CCOC)C2c2ccc(C)o2)c1 (stereo not drawn)	-19%	5%[10 µM]	4%	-6%	u	-1%	5%
Cc1ccc(Oc2ccc(NC(=O)c3ccco3)cc2)cc1	5%	-25%	u	9%	-6%	22µM*	u
CCOc1ccc(OCC)c(S(=O)(=O)NCCCN2CCOCC2)c1	1%	12%[10 µM]	3%	0%	4%	14%	-11%
O=C(Nc1ccc(S(=O)(=O)NC2CCCC2)cc1)c1cnccn1	8%	10%[10 µM]	-1%	-12%	-3%	-25%	-9%
Cc1ccc(OCC(=O)N2CCN(S(=O)(=O)c3ccccc3)CC2)c([N+](=O)[O-])n1	0%	2%[10 µM]	u	u	-13%	-6%	-10%
CCOC(=O)c1c(C)[nH]c(C(=O)Cn2c(=O)oc3ccccc32)c1C	13%	-2%[10 µM]	1%	1%	5%	4%	-13%
COc1ccc(N(C(C)C(=O)N/N=C/c2cc(Br)c(C)o2)S(C)(=O)=O)cc1 (stereo not drawn)	4%	0.89µM*	u	4%	14%	u	-3%[46 µM]
C[N+](C)(C)CCCC(=O)c1ccc2c(c1)OCO2	-3%	1%	-9%[15.4 µM]	3%	-6%	10%	3%
CC(C)NC(=O)NNC(=O)Cn1nnc(-c2cccc(Cl)c2Cl)n1	4%	0%[10 µM]	x	0%	5%	-28%[9.22 µM]	x
COc1ccc(-c2[nH]ncc2CN2CCCN(c3ccccc3)CC2)c(F)c1	-3%	28%[10 µM]	3%	0%	-7%	20%[9.22 µM]	2%[46 µM]
CNC(=O)c1[nH]cnc1C(=O)Nc1ccc(OC)cc1	9%	-12%[10 µM]	x	7%	7%	-11%[9.22 µM]	x
Cc1cc(C)c(NC(=S)N(CCN(C)C)Cc2cccs2)c(C)c1	u	-58%[inhibitor]	3%	-11%	-2%	-5%	x
O=C(/C=C/c1ccc(Cl)c([N+](=O)[O-])c1)Nc1ccc(N2CCCC2)cc1	-27%	u	4%	2%	8%	-7%	6%
COc1ccccc1NC(=O)c1nn(-c2cccc(C(F)(F)F)c2)ccc1=O	-5%	1%	1%	2%	-12%	-4%	8%
O=C1C2CC=CCC2C(=O)N1Cc1ccccc1Cl (stereo not drawn)	12%	x	-5%	-2%	4%	-22%	u
CN(CC(=O)Nc1ccc(S(=O)(=O)N2CCCC2)cc1)Cc1ccc(Cl)cc1	-3%	21%[10 µM]	-9%	1%	-5%	12%	u
C=CCn1c(SCC(=O)c2[nH]c(C)c(C(=O)OC)c2C)nc2scc(-c3ccc(OC)c(OC)c3)c2c1=O	1%	-13%[10 µM]	8%	-9%	-2%	-13%	-7%
O=CN1CCc2c([nH]c3ccccc23)C1c1cccc2cccnc12 (stereo not drawn)	2%	-29%	x	1%	x	x	x
CCn1c2ccccc2c2cc(CN3CCN(S(=O)(=O)Cc4ccccc4)CC3)ccc21	u	x	2%	-4%	-1%	-15%	5%
Cc1csc(NC(=O)c2cn3ccccc3n2)n1	-6%	-153%[inhibitor]	5%	0%	-18%	1%	9%[46 µM]
c1ccc(COc2ccc(OCCCn3cncn3)cc2)cc1	3%	-97%[inhibitor][0.074 µM]	-4%	-3%	3%	-31%	u
O=C(Cn1cnc2cc([N+](=O)[O-])ccc2c1=O)NC(=O)NCc1ccccc1	-7%	11%[10 µM]	x	8%	5%	-9%[9.22 µM]	x
CCOC(=O)C(C)c1c(C(=O)c2ccc(C)nc2)c2ccccc2n1C (stereo not drawn)	4%	-20%[10 µM]	4%	-16%	-2%	-5%[9.22 µM]	x
COc1cc2c(cc1NC(=O)COC(=O)C(CCSC)NC(=O)c1ccccc1Cl)oc1ccccc12 (stereo not drawn)	-3%	x	0%	3%	3%	-10%	u
Cc1nnc(SCC(=O)N/N=C/c2cn(-c3ccccc3)nc2-c2ccc(F)cc2)n1-c1ccccc1	10%	-10%	-6%	1%	-7%	-2%	-4%
COc1ccc(C/C(N)=N/OC(=O)c2ccco2)cc1OC	10%	-4%[10 µM]	-9%	-3%	0%	-12%[9.22 µM]	x

Taken from above:
Value for C=CCn1c(SCC(=O)c2[nH]c(C)c(C(=O)OC)c2C)nc2scc(-c3ccc(OC)c(OC)c3)c2c1=O under LMNA splice mod: -7%
Value for COc1cc2c(cc1NC(=O)COC(=O)C(CCSC)NC(=O)c1ccccc1Cl)oc1ccccc12 (stereo not drawn) under GAA glycogen mod: 3%

Continued.
SMILES	CBFb RUNX1 block	HTT ATP protect	GAA inh	aGlu spleen mod	GAA glycogen mod	HttQ103 aggreg	LMNA splice mod
CCC(=O)/C=C1\Sc2ccc(OC)cc2N1CCO	-2%	-21%[0.074 µM]	-7%	-2%	-9%	-1%	0%
O=C(Oc1cccc2ccccc12)c1ccco1	2%	1%	-4%	1%	0%	-32%	0%
COc1ccc(N2CCN(Cc3cc(=O)oc4c3ccc3ccccc34)CC2)cc1	1%	-11%[0.074 µM]	-6%	-1%	-11%	-11%	5%
O=C(/C=C/c1ccc(Cl)cc1)N1CCN(c2ccc(Cl)cc2[N+](=O)[O-])CC1	5%	-10%	-6%	3%	-1%	u	-16%
O=C(Nc1ncccn1)c1ccc(C(F)(F)F)cc1	9%	x	1%	-28%	2%	23%	4%
CC(C)c1ccccc1NC(=O)c1cnccn1	6%	5%	-3%	-5%	5%	0%	2%
COCCNC(=O)CN(Cc1ccc2c(c1)OCO2)C(=O)CCC(=O)Nc1nccs1	7%	22%[10 µM]	-4%	-6%	-1%	-16%	-12%
c1ccc2sc(NC3=NCN(Cc4ccc5c(c4)OCO5)CN3)nc2c1	-23%	5%[0.074 µM]	-7%	-1%	0%	u	-25%
CC(C)c1ccc(C2C(C#N)=C(N)Oc3c2oc(CO)cc3=O)cc1 (stereo not drawn)	0%	-7%[10 µM]	0%	1%	7%	3%[9.22 µM]	-9%[46 µM]
S=C(NCCN1CCOCC1)Nc1ccc(Nc2ccccc2)cc1	1%	-23%	-4%	-3%	u	11%	x
COc1ccc(/C=C/C(=O)OCC(=O)Nc2cc(C(N)=O)cc(C(N)=O)c2)cc1	-2%	-20%	3%	6%	21%	-5%	0%[46 µM]
O=C(O)C1CCCN1C(=O)c1cncc(Br)c1 (stereo not drawn)	2%	-9%	-2%	3%	1%	-3%	7%
Cc1ccc(S(=O)(=O)N(C)Cc2nc(-c3ccc(Br)cc3)no2)cc1	18%	11%	-6%	5%	-3%	-24%	-20%
CCC(=O)Nc1ccc(S(=O)(=O)Nc2cccnc2)cc1	3%	6%	-4%	-4%	2%	-8%	3%
C/C(CCc1ccccc1)=N\NC(=O)c1ccccc1	1%	1%[10 µM]	4%	1%	-2%	3%	4%

Of the compounds above, these contain a CF3 group:
SMILES	CBFb RUNX1 block	HTT ATP protect	GAA inh	aGlu spleen mod	GAA glycogen mod	HttQ103 aggreg	LMNA splice mod
COc1ccccc1NC(=O)c1nn(-c2cccc(C(F)(F)F)c2)ccc1=O	-5%	1%	1%	2%	-12%	-4%	8%
O=C(Nc1ncccn1)c1ccc(C(F)(F)F)cc1	9%	x	1%	-28%	2%	23%	4%

Further structures.
SMILES	CBFb RUNX1 block	HTT ATP protect	GAA inh	aGlu spleen mod	GAA glycogen mod	HttQ103 aggreg	LMNA splice mod
CCc1cccc(NC(=O)CCNS(=O)(=O)c2cccc3nonc23)c1	-1%	-24%	-1%	-3%	8%	-6%	x
O=C(N/N=C/C=C/c1ccccc1)c1cccs1	2%	-97%[inhibitor]	-11%	-14%	-2%	-9%	9%[46 µM]
CC1(C(=O)Nc2ccc3ccccc3c2)CC1(Br)Br (stereo not drawn)	3%	-10%[10 µM]	5%	3%	11%	-7%[9.22 µM]	u
O=C(CCN1C(=O)COc2ccccc21)NCc1cccnc1	1%	2%[0.074 µM]	-3%	-3%	2%	-3%	2%
COCCn1c(=O)c(-c2cccc(C#N)c2)nc2cnc(OCc3ccccc3)nc21	x	-40%[inhibitor]	x	-4%	x	x	6%
COCCN1C(=O)C(O)=C(C(=O)c2cccs2)C1c1ccccc1 (stereo not drawn)	0%	-1%	-17%	-12%	7%	-15%	6%
CCN1CCCC1CNC(=O)c1cn(C)c2ccc(S(=O)(=O)N3CCCCCC3)cc2c1=O (stereo not drawn)	1%	-15%	-1%	-3%	9%	-8%	-1%[0.0737 µM]
Cc1ccc(CSCCNC(=O)CCSc2ccccc2)cc1	8%	17%	5%	-4%	6%	-7%	-6%[0.0737 µM]
Cn1cnnc1SCCCN1C(=O)c2cccc3cccc(c23)C1=O	8%	1%	4%	-11%	-18%	19%	-1%[46 µM]
CC(NC(=O)NC12CC3CC(CC(C3)C1)C2)c1ccc2c(c1)OCO2 (stereo not drawn)	-1%	-33%[inhibitor]	5%	-2%	14%	-12%	u
COC(=O)CSc1nc2[nH]ncc2c(=O)[nH]1	17%	-15%[10 µM]	2%	6%	-23%	9%	-13%[46 µM]
O=[N+]([O-])c1ccc(-n2cccn2)c(-c2nn[nH]n2)c1	0%	-19%	9%	-4%	7%	23%	x
CNc1c([N+](=O)[O-])cnn1-c1ccc(F)cc1	0%	-24%	7%	6%	16%	14%[9.22 µM]	u
O=C(NCCC1=CCCCC1)c1cccc2c1C(=O)N(C1CCCCC1)C2	13%	-3%	u	x	-5%	0%	u
O=C1c2cccc3c(N4CCCCC4)ccc(c23)C(=O)N1CCO	16%	-44%[inhibitor]	-5%	3%	4%	-17%	30%
Cc1onc(-c2ccc(Cl)cc2Cl)c1-c1csc(N/N=C/c2ccccc2)n1	-1%	22%[10 µM]	-8%	-1%	u	-5%[9.22 µM]	x
CC(C)(C)CC(=O)NCc1cccs1	2%	-11%	8%	-2%	-15%	11%	u
CC(=O)Nc1ccc(Nc2c([N+](=O)[O-])cc(S(C)(=O)=O)cc2[N+](=O)[O-])cc1	-5%	20%[10 µM]	u	-15%	-4%	-4%	u

Screening data (PubChem BioAssay)
